AHR act: activates the human aryl hydrocarbon receptor | actives 2.5% (n = 320,000) | AID 2796 | AHR-responsive luciferase reporter cells, luminescence | activation, % at 5 µM; in the data active = activation above about 47%;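 note: 0% = vehicle wells and 100% = reference agonist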
TPT1 inh: inhibitors of Candida albicans tRNA 2'-phosphotransferase TPT1; inhibition, % at 5 µM; recombinant caTPT1, FP RNA substrate dephosphorylation; actives 0.81% (n = 300,000);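 active = inhibition above the mean of all tested compounds plus 3 SD, set per screening campaign, cut at about 24% in these data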;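 note: plate controls were DMSO alone for no effect and ferristatin control at 100 nM for full effect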
PAFAH2 FP inh: inhibitors of human PAFAH2. inhibition, % at 3.39 µM. AID 492956. Q99487. actives 0.99% (n = 340,000). recombinant PAFAH2, FP-rhodamine activity probe, fluorescence polarization;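 active = inhibition above the mean over all tested compounds plus 3 SD, cut at about 30% in these data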;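 note: inhibitors block probe labeling of enzyme so polarization drops; 0% = enzyme with DMSO and 100% = wells lacking PAFAH2 protein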
PP5 primary: blocks human protein phosphatase 5 activity. inhibition, % at 6.7 µM. P53041. purified PP5c, OMFP substrate fluorescence. actives 0.18% (n = 320,000);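 active = inhibition above the campaign's mean inhibition across all tested compounds plus 3 SD, cut at about 9.5% in these data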;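 note: 0% = DMSO only and 100% = 100 µM cantharidin control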
Target sequence (P53041 whole entry, looked up): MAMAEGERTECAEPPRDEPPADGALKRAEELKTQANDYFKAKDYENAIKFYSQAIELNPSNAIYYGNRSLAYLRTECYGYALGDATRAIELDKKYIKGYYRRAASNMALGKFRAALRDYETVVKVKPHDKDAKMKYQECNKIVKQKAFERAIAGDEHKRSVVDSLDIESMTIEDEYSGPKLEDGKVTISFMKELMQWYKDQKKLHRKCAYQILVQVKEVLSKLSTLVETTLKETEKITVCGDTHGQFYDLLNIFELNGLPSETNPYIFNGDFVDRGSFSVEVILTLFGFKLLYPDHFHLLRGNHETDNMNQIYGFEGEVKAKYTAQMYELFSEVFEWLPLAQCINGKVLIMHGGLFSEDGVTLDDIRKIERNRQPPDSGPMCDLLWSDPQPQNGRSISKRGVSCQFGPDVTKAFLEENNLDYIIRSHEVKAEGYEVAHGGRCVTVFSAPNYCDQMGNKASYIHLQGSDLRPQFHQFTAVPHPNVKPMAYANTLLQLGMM
PP1 counter: PP1-alpha (human) inhibition in PP5 counter-screen. purified PP1alpha, OMFP fluorescence. P62136. inhibition, % at 6.7 µM. AID 2235. actives 0.9% (n = 320,000);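 active = inhibition above the mean inhibition of all tested compounds plus 3 SD, computed separately for each screening campaign, cut at about 15% in these data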
Target sequence (P62136 whole entry, looked up): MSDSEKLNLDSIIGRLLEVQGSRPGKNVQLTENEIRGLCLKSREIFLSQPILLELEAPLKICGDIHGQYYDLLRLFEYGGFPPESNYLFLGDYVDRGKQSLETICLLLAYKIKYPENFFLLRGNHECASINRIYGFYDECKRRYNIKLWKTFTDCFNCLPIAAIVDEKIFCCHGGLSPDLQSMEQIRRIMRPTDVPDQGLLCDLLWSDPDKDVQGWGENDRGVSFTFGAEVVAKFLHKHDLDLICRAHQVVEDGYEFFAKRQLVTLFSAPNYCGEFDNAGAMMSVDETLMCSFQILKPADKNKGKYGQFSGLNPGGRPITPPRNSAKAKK
proCasp3 act: activates human procaspase-3; actives 0.11% (n = 330,000); activation, % at 8.5 µM; P42574; recombinant procaspase-3 D3A, Ac-DEVD-pNA absorbance 405 nm;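 active = activation above the mean of all tested compounds plus 3 SD, cut at about 21% in these data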;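 note: 0% = DMSO alone and 100% = DMSO wells spiked with extra 5 µM PC-3 D3A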
Target sequence (P42574 whole entry D9A/D28A/D175A): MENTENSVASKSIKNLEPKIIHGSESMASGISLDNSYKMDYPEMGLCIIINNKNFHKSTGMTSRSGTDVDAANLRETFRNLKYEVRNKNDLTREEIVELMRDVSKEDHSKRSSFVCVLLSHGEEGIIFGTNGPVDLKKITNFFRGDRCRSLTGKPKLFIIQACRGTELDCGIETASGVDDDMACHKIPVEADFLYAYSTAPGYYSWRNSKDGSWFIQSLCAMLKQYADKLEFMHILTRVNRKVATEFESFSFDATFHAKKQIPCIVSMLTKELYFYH
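System: Procaspase-3 D3A mutant. Medium: Zinc-free 300 mM NaCl, 50 mM HEPES, 0.01% Triton X-100. Schedule: 1 h preincubation plus 2 h reaction at 25 °C. Measured by: 405 nm absorbance of p-nitroaniline, reads at 0 and 120 min. Read-out: percent activation relative to control range.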
Fh CTSL1 inh: blocks F. hepatica cathepsin L1 in PFM18AAP counter-screen; recombinant F. hepatica cathepsin L1, Z-Leu-Arg-MCA fluorescence; inhibition, % at 5.96 µM; actives 0.49% (n = 300,000);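 active = inhibition above the mean of all tested compounds plus 3 SD, set per screening campaign, cut at about 17% in these data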;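 note: 0% = plate median of test compound wells and 100% = 1 µM Z-Phe-Ala-diazomethylketone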
core dimer inh: blocks dimerization of HCV core protein; TR-FRET GST/Flag-core106 dimerization, 1536-well; inhibition, % at 5 µM; actives 0.33% (n = 300,000);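 active = inhibition above the mean of all tested compounds plus 3 SD, set per screening campaign, cut at about 45% in these data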
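Material: Tagged HCV core106 pair (GST and Flag) | Amount: GST-core106 13.5 nM, Flag-core106 17 nM | Medium: KF-containing HEPES buffer, pH 7.45, DTT, CHAPS, BSA | Reagent: Eu donor and XL665 acceptor anti-tag antibodies | Schedule: 4 h at 22.5 °C | Technique: Time-resolved FRET, ex 340 nm, em 617 and 671 nm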
procasp7 counter: counter-screen for procaspase-3 activators: activators of human procaspase-7; P55210; recombinant procaspase-7, Ac-DEVD-pNA absorbance 405 nm; D23A/D198A/D206A triple mutant, cannot self-cleave; scale: DMSO 0, 5 µM enzyme 100; activation, % at 8.5 µM; actives 0.093% (n = 330,000);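 active = percent activation above the screen-wide mean plus 3 SD, cut at about 25% in these data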
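Replicates: singlicate. Assay system: Procaspase-7 triple mutant (PC-7 D3A). Signal: 405 nm absorbance of p-nitroaniline. Times: 1 h preincubation, 2 h reaction. Buffer or medium: Zinc-free HEPES pH 7.4 with 300 mM NaCl, 0.01% Triton X-100. Also added: DEVD-pNA substrate. Benchmarks: DMSO wells as 0%, DMSO with 5 µM added PC-7 as 100%.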
* = called active by the depositor; . = not tested or not shown.

Start of the listing, in advance (6 entries):
Every second line gives: AHR act | TPT1 inh | PAFAH2 FP inh | PP5 primary | PP1 counter | proCasp3 act | Fh CTSL1 inh | core dimer inh | procasp7 counter
CCn1c(C)nc2cc(S(=O)(=O)C(F)F)ccc21
 : -4 | 0 | 5 | 2.2 | -2 | -3 | 2 | -6 | 5
COc1cc(Cl)c(C)cc1NC(=O)CN1CCCCCC1
 : 2 | -4 | 10 | 2.5 | 1 | 7 | 2 | 4 | -3
Cc1cccc(NC(=S)NNc2ncc(C(F)(F)F)cc2Cl)c1
 : 12 | 0 | 4 | 3.0 | 2 | -12 | 1 | -6 | -21
CN(C)c1ccc(N=Nc2ccccc2C(=O)OCC(=O)NC2CCCC2)cc1
 : 3 | 0 | 11 | 2.9 | 2 | 0 | 10 | -1 | -3
CCCS(=O)(=O)N1CCCC(C(=O)N2CCN(C(=O)OCC)CC2)C1 (stereo not given)
 : 2 | 5 | 8 | 0.3 | -1 | 9 | -3 | -3 | 7
COc1ccc2[nH]c(C(=O)O)c(NC(=O)c3ccccc3[N+](=O)[O-])c2c1
 : 0 | -1 | -5 | -2.5 | -5 | -4 | 0 | -8 | 0

All compounds of this part, from the start:
Every second line gives: AHR act | TPT1 inh | PAFAH2 FP inh | PP5 primary | PP1 counter | proCasp3 act | Fh CTSL1 inh | core dimer inh | procasp7 counter
CCn1c(C)nc2cc(S(=O)(=O)C(F)F)ccc21
 : -4 | 0 | 5 | 2.2 | -2 | -3 | 2 | -6 | 5
COc1cc(Cl)c(C)cc1NC(=O)CN1CCCCCC1
 : 2 | -4 | 10 | 2.5 | 1 | 7 | 2 | 4 | -3
Cc1cccc(NC(=S)NNc2ncc(C(F)(F)F)cc2Cl)c1
 : 12 | 0 | 4 | 3.0 | 2 | -12 | 1 | -6 | -21
CN(C)c1ccc(N=Nc2ccccc2C(=O)OCC(=O)NC2CCCC2)cc1
 : 3 | 0 | 11 | 2.9 | 2 | 0 | 10 | -1 | -3
CCCS(=O)(=O)N1CCCC(C(=O)N2CCN(C(=O)OCC)CC2)C1 (stereo not given)
 : 2 | 5 | 8 | 0.3 | -1 | 9 | -3 | -3 | 7
COc1ccc2[nH]c(C(=O)O)c(NC(=O)c3ccccc3[N+](=O)[O-])c2c1
 : 0 | -1 | -5 | -2.5 | -5 | -4 | 0 | -8 | 0
Cc1ccc(S(=O)(=O)N2CCN(C(=O)CCn3cncn3)CC2)cc1C
 : -3 | -2 | -5 | 1.8 | 0 | 5 | 2 | 1 | 6
CN(Cc1nnc(SCC(=O)NCCc2ccccc2)n1C)S(=O)(=O)c1ccccc1
 : 0 | 1 | 6 | -2.2 | -3 | 7 | 3 | 1 | 5
COCc1cc(=O)[nH]c(SCC(=O)c2ccccc2)n1
 : 1 | -1 | 3 | -2.5 | -4 | -2 | 1 | 1 | -4
O=C(CN1CCN(Cc2ccccc2)CC1)NC(=O)NC1CCCCC1
 : 4 | -4 | -1 | -0.1 | 2 | 6 | 2 | 4 | 13
O=S(=O)(NCCO)c1ccc2c(c1)Cc1cc(S(=O)(=O)NCCO)ccc1-2
 : 0 | -1 | -6 | 0.6 | -1 | -8 | 0 | -1 | 1
COc1cccc(NS(=O)(=O)c2nc3nc(C)cc(C)n3n2)c1
 : -1 | -4 | 1 | -0.8 | -3 | 8 | 1 | 2 | 2
O=C(CC(CC(=O)c1ccc(Cl)cc1)c1ccccc1C(=O)O)c1ccc(Cl)cc1
 : 0 | -1 | -6 | -1.2 | 5 | 2 | 0 | 10 | -17
c1ccc(-c2nnc(SCc3nc4ccccc4[nH]3)o2)cc1
 : 60* | -1 | 2 | 1.2 | -1 | 14 | -4 | 3 | 15
Clc1ccc(CCNc2ncnc3c2nnn3Cc2ccccc2)cc1
 : 5 | -1 | 8 | 1.5 | 0 | 7 | 1 | 6 | 4
O=C(c1ncc[nH]1)c1ccco1
 : 1 | 1 | 0 | -0.9 | 2 | 2 | 2 | 1 | 6
CN(C)S(=O)(=O)c1cccc(NC(=O)COC(=O)/C=C/c2ccc3c(c2)OCO3)c1
 : 0 | 0 | 74* | -1.4 | 3 | -1 | -5 | 5 | 13
COc1cc2nc(C3CCC3)n(NC(=O)C(OC(C)=O)c3ccccc3)c(=O)c2cc1OC (stereo not given)
 : 0 | -2 | 2 | 3.0 | 1 | 0 | -8 | -5 | 6
CCCC(=O)Nc1cc(-c2nn(C)c(=O)c3ccccc23)ccc1OC
 : 25 | -1 | -11 | 1.6 | 0 | -6 | 0 | 4 | -1
Cc1nc(S/C(=C\c2ccc(OCc3ccccc3Cl)cc2)C(=O)O)n[nH]1
 : 1 | -4 | 27 | 1.1 | 3 | 9 | 0 | 24 | 9
COc1ccc(OC)c(Cc2nnc(CCC(=O)NC3CCCCC3)o2)c1
 : 3 | 0 | 0 | 1.0 | -2 | 9 | 2 | -4 | 2
Cc1nc(-c2ccc(S(=O)(=O)Nc3cc(S(=O)(=O)N(C)C)ccc3C)s2)cs1
 : -2 | 0 | 10 | -0.1 | -4 | 5 | -3 | 4 | 3
Cc1c(C#N)c2ncnc(-c3ccccc3)c2n1-c1ccccc1
 : -2 | -1 | 10 | -1.4 | -1 | 7 | 3 | 2 | -9
O=C(Nc1cccc(S(=O)(=O)N2CCCCC2)c1)c1ccc(OCC2CCCO2)cc1 (stereo not given)
 : 0 | -2 | 8 | 1.0 | -1 | 1 | -9 | 3 | -3
CCCc1nc2ccc(NC(=O)c3ccco3)cc2c(=O)n1Cc1ccccc1Cl
 : 4 | -4 | -2 | 5.6 | 3 | -2 | 8 | 24 | 0
C=CCNC(=O)Cc1ccc(S(=O)(=O)N2CCOCC2)s1
 : 1 | . | -2 | -1.8 | -5 | 6 | . | . | -1
CC(C)(C)NC(=O)Cn1c(SCC(=O)N2CCCCCC2)nc2ccccc21
 : 3 | -2 | 7 | 1.1 | -6 | -5 | -8 | 3 | 4
CC(C(=O)O)n1nc2ccccc2n1 (stereo not given)
 : -1 | 0 | -4 | -0.4 | -3 | -2 | 2 | -2 | -5
O=c1c(=O)n2c(nn1Cc1ccc(F)cc1)sc1ccccc12
 : 3 | -4 | -3 | 0.5 | 0 | 3 | -2 | 2 | 0
COC(=O)c1ccccc1NC(=O)NCc1ccco1
 : -1 | -1 | -2 | 3.7 | -10 | -2 | -3 | 4 | -5
C/C(=C\c1cccs1)C(=O)c1c(C)cc(C)[nH]c1=O
 : 0 | 0 | -7 | -0.3 | -3 | 8 | 3 | -2 | 6
O=C(CSc1nc2ccccc2o1)NC(=O)NCc1ccccc1
 : 3 | 4 | -3 | -2.4 | -2 | 3 | 0 | 6 | 5
CC/C(=N/OC(=O)c1cccc(C)c1)C(=O)c1cccs1
 : 1 | -7 | 37* | -1.2 | -1 | 1 | 4 | 1 | 4
Cc1ccc(N(C)C(=O)N2CCN(S(=O)(=O)c3c(C)cc(C)cc3C)CC2)cc1
 : -1 | 3 | 14 | 5.1 | -6 | -4 | 4 | 8 | 1
CCn1c(Cn2nnc(-c3ccccc3)n2)nnc1SCC(=O)N1CCOCC1
 : -1 | -1 | -1 | -0.2 | -5 | 3 | -4 | 0 | 11
COCc1cc(C)nc(N/N=C/c2ccc(-c3cc(C(=O)O)ccc3Cl)o2)c1C#N
 : 1 | 0 | . | 2.1 | -5 | -8 | -3 | 3 | 8
COCCNc1nnc(SCC(=O)NNC(=O)c2ccco2)s1
 : 2 | . | 8 | 2.2 | -6 | -8 | . | . | -12
CN(C)Cc1c(C(=O)N/N=C/C=C/c2ccccc2)nnn1-c1nonc1N
 : -3 | -2 | 3 | -0.8 | 13 | -5 | 8 | -9 | 4
COc1ccc(SCc2noc(C(=O)NC(C)C)c2C(=O)O)cc1
 : 0 | -6 | 2 | 0.6 | 4 | -3 | -2 | -16 | -3
CCCCNC(=O)COC(=O)c1ccccc1F
 : 2 | 2 | 46* | -0.4 | -3 | 6 | -4 | -3 | 4
O=C(c1ccc(N2CCCCS2(=O)=O)cc1)N1CCN(c2ccc(N3CCOCC3)nn2)CC1
 : -3 | -3 | 3 | -1.2 | -5 | 14 | -2 | -6 | 10
N/C(=N\OC(=O)c1cccc(F)c1)c1ccccn1
 : 27 | 0 | -4 | 1.9 | 0 | 0 | 0 | -4 | -7
CN(C)CCN=Cc1c(O)n(Cc2ccccc2)c(=O)c2ccccc12
 : -2 | 0 | 1 | -0.3 | 1 | 0 | 6 | -1 | 1
Cc1cccc(NCc2ccc(O)c3ncccc23)c1C
 : 3 | -5 | . | -2.0 | -1 | -8 | -2 | -2 | -22
Cc1nonc1NC(=O)CSc1nc2ccccc2[nH]1
 : 5 | 1 | -2 | 0.3 | -2 | -1 | 17* | -21 | 10
CCOC(=O)Cn1c(=NC(=O)C(C)(C)C)sc2cc([N+](=O)[O-])ccc21
 : 0 | 0 | 7 | 2.4 | -1 | 5 | -2 | 6 | 2
O=C(Nc1c(-c2ccccc2)nc2ccccn12)c1cccs1
 : 5 | 0 | 3 | -1.5 | -2 | -7 | -2 | -10 | -1
O=C(CSc1ncccc1C(=O)O)NCCC1=CCCCC1
 : 6 | -5 | 3 | -3.4 | -2 | 1 | -1 | 3 | 4
COC(=O)c1c(O)cc(C(C)(C)C)n(-c2ccc(F)cc2)c1=O
 : 10 | 2 | 3 | 2.2 | 4 | 0 | 0 | -4 | 10
CC(=O)Nc1ccc(NS(=O)(=O)c2ccc3c(c2)oc(=O)n3C)cc1
 : 5 | 2 | 6 | 0.6 | -1 | -5 | 7 | 3 | 6
Cc1nnc(Sc2c(N)n(C)c(=O)n(C)c2=O)s1
 : 0 | -2 | 4 | 2.6 | -3 | -1 | 1 | -5 | -1
CCOC(=O)c1sc(=NC(=O)CCS(=O)(=O)c2ccccc2)n(C)c1C
 : 1 | -1 | 0 | 2.3 | 1 | 1 | -4 | -1 | 3
CC(=O)c1c(C(C)=O)c(C)n(C(c2ccccc2)c2ccccc2)c1C
 : 2 | 0 | -1 | 3.6 | 0 | -4 | -1 | 5 | -5
O=C(Nc1cc2c(cc1C(=O)O)OCCCO2)c1ccc(C(F)(F)F)cc1
 : 73* | -6 | 3 | 0.8 | 3 | 6 | 5 | 2 | 9
CCOC(=O)[C@H]1[C@H]2COc3ccc(C)cc3[C@@H]2N2C(=O)[C@@H](CO)NC(=O)[C@@]12C
 : -1 | . | -3 | 0.2 | -3 | -5 | . | . | -2
NC(Cc1ccc2nonc2c1)C(=O)O (stereo not given)
 : 5 | -2 | 4 | -1.7 | -6 | 1 | -1 | -4 | 6
COc1ccc(Nc2ncc(C(=O)O)c3ccccc23)cc1
 : -1 | 1 | 2 | 3.5 | -3 | 0 | 2 | -5 | 2
O=[N+]([O-])c1ccc(C2Nc3cccc4cccc(c34)N2)cc1
 : 19 | 0 | 5 | 3.0 | 2 | -7 | 2 | -13 | -1
COc1ccc(CSc2nnnn2-c2ccc(C(N)=O)cc2)cc1[N+](=O)[O-]
 : 4 | -4 | 2 | 2.2 | 2 | -3 | 4 | -11 | 2
CCCn1c(N)c(N(C)C)c(=O)n(CC(=O)Nc2ccc(OC(F)(F)F)cc2)c1=O
 : 32 | -3 | -3 | 0.5 | 1 | 1 | 0 | -7 | -2

Screening data deposited in PubChem BioAssay by The Scripps Research Institute Molecular Screening Center.
